Kir21 block: inhibitors of mouse Kir2.1 inward-rectifier potassium channel; Inward rectifier potassium channel 2 (Mus musculus), P35561; HEK293-Kir2.1, FluxOR thallium flux fluorescence; active compounds read low; B-score at 10 µM; 310,000 compounds, 0.85% hits; AID 1672, 2009;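 active = fluorescence ratio B-score at or below minus 3 SD of library scores, with starting-brightness B-score within 2 SD, cut at about -4.2 in these data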;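 note: channel flux triggered by added potassium and thallium sulfate stimulus; B-score of peak minus minimum fluorescence over baseline after thallium stimulus; more negative B-score means stronger Kir2.1 block with less thallium influx; some compounds called inactive have numbers as strong as hits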
Target sequence (P35561 whole entry, looked up): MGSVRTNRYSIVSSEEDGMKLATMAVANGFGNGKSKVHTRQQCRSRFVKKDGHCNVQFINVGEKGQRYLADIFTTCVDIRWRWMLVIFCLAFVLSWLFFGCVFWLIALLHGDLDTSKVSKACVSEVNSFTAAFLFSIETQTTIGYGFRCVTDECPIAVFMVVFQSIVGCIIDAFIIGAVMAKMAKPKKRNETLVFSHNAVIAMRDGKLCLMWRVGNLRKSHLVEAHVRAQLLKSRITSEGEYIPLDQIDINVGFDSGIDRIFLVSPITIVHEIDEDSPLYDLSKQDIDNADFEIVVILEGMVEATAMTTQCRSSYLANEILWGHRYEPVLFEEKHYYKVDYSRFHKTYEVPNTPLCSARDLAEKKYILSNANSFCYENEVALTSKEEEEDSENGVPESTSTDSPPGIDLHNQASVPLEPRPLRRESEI
STK33 inh: inhibitors of purified STK33 kinase, primary screen, biochemical, ADP-Glo luminescence, homogeneous, cell-free; Serine/threonine-protein kinase 33 (Homo sapiens), Q9BYT3; MBP phosphorylation; inhibition, % at 10 µM; 320,000 compounds, 0.073% hits; AID 2661, 2010;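 active = inhibition at or above 25%, using the most active replicate where run in duplicate; inactive = inhibition below 25%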
Target sequence (Q9BYT3 whole entry, looked up): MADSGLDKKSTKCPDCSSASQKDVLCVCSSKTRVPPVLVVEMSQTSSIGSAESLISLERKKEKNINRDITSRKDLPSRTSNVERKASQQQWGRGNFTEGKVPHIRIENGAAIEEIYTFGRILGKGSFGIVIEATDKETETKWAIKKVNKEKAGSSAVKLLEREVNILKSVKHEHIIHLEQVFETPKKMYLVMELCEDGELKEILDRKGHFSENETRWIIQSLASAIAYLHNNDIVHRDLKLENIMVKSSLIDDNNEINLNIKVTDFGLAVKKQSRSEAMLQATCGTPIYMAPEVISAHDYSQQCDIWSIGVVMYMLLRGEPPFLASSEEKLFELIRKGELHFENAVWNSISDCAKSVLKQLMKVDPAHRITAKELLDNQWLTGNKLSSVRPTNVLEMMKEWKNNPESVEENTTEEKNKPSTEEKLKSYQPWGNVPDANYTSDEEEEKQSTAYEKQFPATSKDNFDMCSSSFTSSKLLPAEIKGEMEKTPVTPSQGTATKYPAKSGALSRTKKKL
* hit, by the source's call; nt = not tested or not shown.

SMILES	Kir21 block	STK33 inh
O=C(Nc1cccc(-n2cccn2)c1)C1CCCN(Cc2ccccc2F)C1 (stereo not given)	-0.39	-0.8
Cc1[nH]c2ccccc2c1C(Nc1nccs1)c1ccncc1 (stereo not given)	-0.06	-0.2
CC(C)(C)C(=O)N(CCN(C(=O)C(C)(C)C)c1ccccc1)c1ccccc1	-0.42	1.0
O=C(Nc1scc(-c2ccc(Br)cc2)c1C(=O)O)c1ccccc1F	1.3	0.9
COc1ccc2oc(-c3cccc(NC(=O)CSc4ccc(Cl)cc4)c3)nc2c1	3.6	-2.4
CN(C)CCNC(=O)c1cccc(S(=O)(=O)Nc2ccc(F)cc2)c1	-2	0.3
CN(C)C(CN1C(=O)C2CC=CCC2C1=O)c1cn(C)c2ccccc12 (stereo not given)	-0.81	0.0
COc1ccc(C2=NN(C(=O)c3ccco3)C(c3cc4ccccc4nc3Cl)C2)cc1 (stereo not given)	0.34	0.3
CCOC(=O)c1sc(=S)n(C)c1NC(=O)c1ccccc1Cl	1	-2.0
COC(=O)N/N=C/c1cn(CCOc2ccc(OC)cc2)c2ccccc12	-0.02	-0.6
COc1cc(C2OC(=O)c3ccccc3S2)cc(OC)c1OC (stereo not given)	-2.1	-1.4
CCN(CC)Cc1c(C(=O)OC(C)C)nnn1-c1nonc1N	1.4	-1.3
CC(=O)NC(CCS(C)(=O)=O)C(=O)Nc1ccccc1 (stereo not given)	2	-1.1
O=C(CCSc1nnc2ccccn12)Nc1ccc(F)cc1	0.54	-1.6
COc1ccc(N2CC(C(=O)N(C)CC(=O)Nc3ccc(Cl)c(C(F)(F)F)c3)CC2=O)c(OC)c1 (stereo not given)	0.42	0.6
O=C(NC(=S)Nc1cccc2c(O)cccc12)c1ccco1	0.42	17
Brc1ccc(-c2ccccc2)cc1	nt	-1.9
O=c1cc(CS(=O)(=O)c2ccccc2)nc(-c2ccncc2)[nH]1	0.61	-0.4
C=CCn1c(=N)n(CC(=O)c2ccc(Br)cc2)c2ccccc21	0.45	-0.6
COc1ccc(CCN2C(=O)CS/C2=N\NC(=O)c2cccs2)cc1OC	0.27	-1.3
O=C(NC1CCCC1)C(c1ccsc1)N(C(=O)Cc1cccs1)c1ccc(F)cc1 (stereo not given)	1.1	-0.6
COC(=O)c1cc2c([nH]c3ccccc32)c(C)n1	-0.99	nt
Cc1nn(C)cc1C(C(=O)NC1CCCCC1)N(C(=O)Cc1cccs1)c1ccc(F)cc1 (stereo not given)	1.8	-3.0
COc1cc(C2C(C(=O)OC(C)C)=C(C)Nc3ncnn32)cc(OC)c1OC (stereo not given)	1.4	0.3
CCOC(=O)c1ncn2c1C(=O)OC2(C)C	1.7	-1.8
CCOC(=O)C1=C(C)N(C)C(=O)NC1c1c(C)nn(-c2ccccc2)c1C (stereo not given)	1	0.2
COc1ccc(NC(=O)c2cc(CN3C(=O)c4ccccc4C3=O)ccc2OC)cn1	0.15	-2.8
CCOc1ccc(N=C(/C(C(=O)C(=O)N2CCOCC2)=C(/O)c2ccccc2)c2ccccc2)cc1	2.8	-0.3
COc1cc(OC)cc(C(=O)N[C@H](C(=O)NCCc2c[nH]c3ccccc23)C(C)C)c1	-0.05	0.9
CN(Cc1ccc(C(F)(F)F)cc1)C(=O)C1CC(=O)N(Cc2ccco2)C1 (stereo not given)	nt	0.7

An excerpt of these results, as labelled records.
O=c1cc(CS(=O)(=O)c2ccccc2)nc(-c2ccncc2)[nH]1
  Kir21 block = 0.61 | STK33 inh = -0.4

C=CCn1c(=N)n(CC(=O)c2ccc(Br)cc2)c2ccccc21
  Kir21 block = 0.45 | STK33 inh = -0.6

COc1ccc(CCN2C(=O)CS/C2=N\NC(=O)c2cccs2)cc1OC
  Kir21 block = 0.27 | STK33 inh = -1.3

Of the compounds above, these contain a CF3 group:
SMILES	Kir21 block	STK33 inh
COc1ccc(N2CC(C(=O)N(C)CC(=O)Nc3ccc(Cl)c(C(F)(F)F)c3)CC2=O)c(OC)c1 (stereo not given)	0.42	0.6
CN(Cc1ccc(C(F)(F)F)cc1)C(=O)C1CC(=O)N(Cc2ccco2)C1 (stereo not given)	nt	0.7

Additional entries.
SMILES	Kir21 block	STK33 inh
CCOC(=O)Cn1c(CN2CCN(c3cccc(Cl)c3)CC2)nc2c1c(=O)[nH]c(=O)n2C	-2.3	-0.5
CCc1ccc2oc(=O)cc(CN(C)Cc3ccccc3)c2c1	-0.98	0.3
Cc1ccccc1Cn1nnc(-c2cccc(C(=O)O)c2)n1	0.28	-1.8
COc1ccccc1N1CCN(C2CCCN(S(=O)(=O)c3cccc(Cl)c3)C2)CC1 (stereo not given)	1.6	-0.7
COc1ccc2c(c1)-c1c(ssc1=S)C(C)(C)N2C(=O)CSC1=NCCS1	-0.03	-0.8
COc1ccc(N2CCN(C(=O)COC(=O)CCOc3cc(C)ccc3C)CC2)cc1	1.2	-1.6
CCNC(=S)N(Cc1ccc(OC)cc1)C1CC(=O)N(c2ccc(OCC)cc2)C1=O (stereo not given)	-1.5	-1.5
CCCNC(=O)c1ccc(SCC(=O)N(CC)CC)c([N+](=O)[O-])c1	-0.82	0.4
Cc1cccc(C)c1-n1c(C)nn(-c2ncc(C(F)(F)F)cc2Cl)c1=O	-0.02	-1.0
C=CCN(CC=C)S(=O)(=O)c1ccc(NC(=S)NC(=O)/C=C/c2ccccc2)cc1	0.32	-0.9
CCOC(=O)C1CCN(C(=O)C2CCN(S(=O)(=O)c3cc(Cl)ccc3Cl)CC2)CC1	1.1	-0.4
O=C(Nc1ccc2c(c1)OCO2)c1ccc(=O)[nH]n1	5.3	-0.3
CCCCN(CC)c1nc(N)c2c(N)nc(OCC)cc2c1C#N	0.11	-1.0
COCCn1c(SCC#N)nnc1-c1ccc2c(c1)OCO2	1.8	0.2
COc1ccc(OC)c(NC(=O)c2cc3c(=O)n4ccccc4nc3n2C)c1	-1	0.5
Cc1ccccc1NCC(=O)N/N=C\C=C\c1cccc([N+](=O)[O-])c1	-0.95	-1.1
CC(=O)OC(Cn1ccnc1)c1ccccc1 (stereo not given)	-1.4	-0.4
Cc1cc(C)c(NC(=S)NC(NC(=O)c2ccccc2)C(Cl)(Cl)Cl)c(C)c1 (stereo not given)	2.4	-1.2
CCc1c(C(=O)OC)nnc2cc(C)nn12	-0.29	6.0
COCCn1c(C)cc(C(=O)COc2ccc(C)nc2[N+](=O)[O-])c1C	-0.85	-2.1
CCN1C(=O)CS/C1=N\c1nccs1	0.08	-3.1
O=C(O)c1ccc(Cl)c(S(=O)(=O)N2CCCC2)c1	-0.82	-0.9
CCN(CC)CCC(=O)N1c2ccccc2CCc2ccc(NC(=O)OC)cc21	-0.16	-0.3
CC(C)c1ccc(/C=C(\NC(=O)c2ccccc2)C(=O)NCCCN2CCOCC2)cc1	0.56	-0.5
Cc1ccsc1C1C(C(=O)O)c2ccccc2C(=O)N1C (stereo not given)	-0.22	-0.8
Cc1ccc(-n2ncc3c(N4CCC5(CC4)OCCO5)ncnc32)c(C)c1	0.02	-1.5
Cn1nc(C(F)(F)F)c(C(=O)Nc2ccc(C(F)(F)F)cc2)c1Cl	1.5	-0.4
Cc1nn(C)c(C(=O)NNC(=S)NC2CCCCC2)c1Br	-0.5	0.3
Cc1cc(C)c(S(=O)(=O)c2ccc(Cl)cc2C)c(Cl)n1	0.26	0.2
COc1ccc(/C=C/c2cc(=O)c3cc(Cl)ccc3o2)cc1	0.04	-0.1
CC(C)=CCC12Oc3cc(O)ccc3C1(O)Oc1cc(O)c([C@H]3C=C(C)CC(c4ccc(O)cc4O)[C@H]3C(=O)c3ccc(O)cc3O)c(O)c1C2=O (stereo not given in full)	-0.57	3.1
Cc1nnc(SCc2ccc(Cl)cc2)n1CC1CCCO1 (stereo not given)	1.1	-1.5
CCC1=C(C)CN(C(=O)NCCc2ccc(S(=O)(=O)NC(=O)NC3CCC(C)CC3)cc2)C1=O (stereo not given)	2.2	1.0
Cc1onc(-c2ccccc2Cl)c1C(=O)Nc1ccccc1C(=O)NC(C)C	0.19	2.3
O=c1c2ccccc2nc(SCc2cccc(F)c2)n1-c1cccc(S(=O)(=O)N2CCCC2)c1	-0.84	-2.0
COc1ccc(-c2nc(N)ncc2-c2ccccc2OC)c(O)c1	-0.23	3.5
COc1ccc(C(=O)Nc2cc(S(=O)(=O)N3CCCC3)ccc2Cl)cc1	nt	0.1
O=C(Nc1ccc(Cn2cccn2)cc1)c1ccc(COc2cccc(Br)c2)cc1	1.1	4.7
COC(=O)COc1ccc(NC(=O)C2CCCO2)cc1 (stereo not given)	0.49	-1.2
COc1ccc(Cl)cc1NC(=O)c1nc2nc(C)cc(C(F)F)n2n1	-1.3	0.2
COc1cc(NC(=O)c2cccs2)c(OC)cc1NC(=O)CCC(=O)Nc1ccc(C)cc1	0.09	-1.8
CCCCCCCCCCC(=O)NNC(=O)c1c(O)c2ccccc2n(CC)c1=O	2.1	-0.6
COc1ccc(S(=O)(=O)Nc2nnc(C)s2)cc1	-0.14	0.5
FCCCOc1ccc(-c2nccc(-c3ccc(Cl)cc3)n2)cc1	1.4	-0.6
CC1(C)C(=O)NCCN1C(=O)CCC(=O)O	0.98	-1.0
COC(=O)[C@@H]1CC[C@H](C)[C@@H](c2ccc(C)cc2)N1C(=O)c1ccc(/C=N/OCC[C@@H]2C=C[C@H](OC(C)=O)[C@@H](COC(C)=O)O2)cc1	0.31	-0.1
Cc1ncsc1C(=O)NCc1ccc(N2CCCC2=O)cc1	-0.76	-1.1
CCCc1nc(-c2cc3ccccc3[nH]c2=O)no1	0.34	1.1
CN(C)S(=O)(=O)n1cc(/C=C(\NC(=O)c2ccccc2Cl)C(=O)NCCN2CCOCC2)c2ccccc21	-0.77	1.3
CSc1ccc(CN2CCN(S(=O)(=O)Cc3ccccc3)CC2)cc1	-0.51	0.7
COc1ccc(N(CC(=O)NN=C2CCCC2)S(=O)(=O)c2ccccc2)cc1	0	-1.0
NC(=O)CSc1nnc(Cc2ccc3c(c2)OCO3)n1C1CCCCC1	0.15	4.7
CN(CC(=O)Nc1ccc(F)c(F)c1)S(=O)(=O)c1cccc2nsnc12	-0.1	-0.1
CCCCC1=CC2=C(c3ccco3)C(=O)C(C)(OC(=O)c3ccc(OC)cc3)C(=O)C2=CN1Cc1ccco1 (stereo not given)	-0.48	4.8
O=C(Nc1ccc(N2CCOCC2)c(Cl)c1)c1cc2ccccc2o1	0.74	-0.5
O=C(Nc1cccnc1)C(Cc1ccccc1)n1cccc1 (stereo not given)	2.6	0.0
O=C(N/N=C/c1ccc(F)cc1)c1ccncc1	0.38	1.0
O=C(Nc1ccc(Cl)c(Cl)c1)c1ccncc1	0.43	2.0
Cc1cc(S(=O)(=O)Nc2ccc(C(=O)N3CCN(c4ccccc4O)CC3)cc2)ccc1F	1.8	-3.3
COc1ccc(N(CC(=O)Nc2ccc(C)c(C)c2)S(=O)(=O)c2c(C)noc2C)cc1	1	0.3

(list continues)
SMILES	Kir21 block	STK33 inh
COc1cc(C)c(Br)cc1S(=O)(=O)NCc1ccccc1	1.7	-1.8
Cc1ccsc1/C=N/NC(=O)c1nnn(-c2nonc2N)c1-c1ccc2c(c1)OCO2	1.4	-0.5
O=C(NNC(=O)c1cc(-c2ccc(Cl)c(Cl)c2)nc2ccccc12)Nc1ccccc1	1.4	-2.3
CC(C)(C)c1ccc(C(=O)NC2CCN(Cc3ccccc3)CC2)cc1	-1.4	-1.2
CCOc1cccc(-c2cc(C(=O)N3N=C(C)CC3(O)C(F)F)c3ccccc3n2)c1 (stereo not given)	-0.69	-1.8
COC(=O)c1ccccc1NC(=O)CCS(=O)(=O)c1ccc(Br)s1	-2.8	-1.0
CCOC(=O)C[C@H]1c2ccccc2S(=O)(=O)N1c1cccc(OC)c1	-0.44	-2.6
Cc1cc(Cl)n2c(nc3ccccc32)c1C#N	-1.5	nt
c1ccc2[nH]c(-c3nc4ccccc4[nH]3)nc2c1	0.68	0.6
Cc1ccc(NNC(=O)c2c(F)cccc2Cl)cc1C	-0.39	-2.6
COc1ccc(C(=O)C2CCCN(C(=O)c3cccc(Cl)c3F)C2)cc1OC (stereo not given)	-0.86	-0.8
COc1ccc(-c2coc3cc4oc(=O)c5ccccc5c4cc23)cc1F	-1.9	-3.0
Nc1nonc1-n1nnc(C(=O)O)c1-c1cccs1	1.9	0.2
COc1ccc(S(=O)(=O)N(C)c2ccc(C(=O)N3CCOCC3)cc2)cc1	-0.3	0.3
COc1ccccc1/C=C1/SC(=O)N(CCC(=O)Nc2ccc(S(=O)(=O)Nc3nccs3)cc2)C1=O	-0.61	-0.1
C=C(C)CNC(=O)c1ccc(OC2CCN(C(=O)COC)CC2)cc1	2.2	0.6

High-throughput results as filed in PubChem.
